# Compound activity as filed in PubChem.
# IkB signaling – IkB Signaling | ABC-DLBCL IkBa-CBG/CBR dual luciferase ratio, 4 h; response scale: scaled: untreated 0%, proteasome inhibitor 100% | Potency, µM (doses to about 57.1 µM), inactives show at the highest dose IkBa stabilization activation | hit rate 0.04% among 110,000 | AID 445, 2006; active means well fitted curve in the direction sought with a large enough effect in the signal ratio, not every such curve was filed as active; inconclusive means small, poorly fitted or top-dose-only effect, or a change in a side signal; the % refers to the signal ratio;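 further: the direction sought is a rising ratio; 0% = basal untreated cells and 100% = reference inhibitor full response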
#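 In this assay, an IκBα–CBG68 fusion accumulates when IKK-driven degradation is blocked; native CBR normalizes for cell number. OCI-Ly3 cells were treated 4 h with compound and doxycycline, then green and red light read after Chroma-Glo addition.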
# p53ts 39C tox – qHTS Screen for Compounds that Selectively Target Cancer Cells with p53 Mutations: Cytotoxicity of p53ts Cells at the Nonpermissive Temperature; hit rate 1.5% among 130,000; Potency, µM (doses to about 46.1 µM), for inactives: at the highest dose activity change, negative = cell killing, hits mostly cytotoxic; H1299-p53A138V viability at 39C, ATP luminescence, 24 h; further: nearly all actives have a fitted effect of over 55% in size
# p53ts 32C tox – qHTS Screen for Compounds that Selectively Target Cancer Cells with p53 Mutations: Cytotoxicity of p53ts Cells at the Permissive Temperature. hit rate 0.93% among 130,000. H1299-p53A138V at 32C, ATP luminescence viability, 24 h. AID 924, 2007. Potency, µM (titrated, usually from 46.1 µM), for the others: top-dose activity change, negative = cytotoxicity, hits mostly cytotoxic;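 further: 0% = DMSO and -100% = full killing by reference compound; nearly all actives have a fitted effect of over 55% in size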
#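 H1299-p53 A138V cells (temperature-sensitive p53) exposed 24 h to up to 46 uM compound at 32C, where p53 is wild-type in conformation. Viability read as ATP luminescence and normalised to DMSO and 100 uM tamoxifen. AC50 fitted with the Hill equation.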
# Imprint erasure – qHTS Assay for Compounds that Induce Erasure of Genomic Imprints. mouse ES Peg3-LacZ reporter, beta-gal luminescence, 40 h. Potency, µM (highest dose often 60.7 µM), for the others: at the top dose activity change, positive = activation, hits mostly activators. hit rate 0.02% among 110,000. AID 1948, 2009;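 further: 0% = negative control wells on the plate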
#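 Readout: BetaGlo luminescence (5 min, room temp) for LacZ from the normally silent maternal Peg3 allele in female Peg3LacZ-Neo ES cells. Cells 300/well, 40 h, 37C, 5% CO2. Data normalized per plate to negative controls.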
# An asterisk follows results filed as active; u = inconclusive; x = no result given; [ ] = dose if it differs, or a comment. Unless noted, the call rests on the fitted dose curve; in most records, active means well fitted curve in the direction sought with a large enough effect; inconclusive means small, poorly fitted or top-dose-only effect, or another doubt; inactive means no such curve, though single readings can be large; an effect the other way counts as inactive or inconclusive. Unless noted, on the % scale 0 is the no-effect control and ±100 the full control effect; potency means the concentration at half of the fitted maximal effect.
# Key to letters – A = IkB signaling; B = p53ts 39C tox; C = p53ts 32C tox; D = Imprint erasure
COCCn1c(C)c(C(=O)O)sc1=S
  A: -3.2%; B: 3%; C: -2%; D: -11%
Cn1c(=O)c2c(-c3ccccc3Cl)n(Cc3ccc(Cl)cc3)cc2n(C)c1=O
  A: -3.5%; B: 13%; C: 19%; D: -15%[10.9 µM]
COc1cccc(-c2nc3c(c(SCC(=O)Nc4cccc(C)c4C)n2)Cc2c(CO)cnc(C)c2O3)c1
  A: 1.3%; B: 11%; C: 5%; D: 11%[10.9 µM]
CCc1cc(=O)oc2cc(OCc3nn[nH]n3)ccc12
  A: -1.5%; B: -10%; C: 6%; D: 2%
COc1ccc2cc(CNc3ccc(C)cc3)c(=O)n(CC(=O)Nc3cccc(C(F)(F)F)c3)c2c1
  A: -0.5%; B: -7%; C: -1%; D: 3%[10.9 µM]
O=C(CC(NS(=O)(=O)c1ccc(Cl)cc1)c1ccco1)NCc1ccco1 (stereo unspecified)
  A: -1.5%; B: 6%; C: 6%; D: 7%
COc1cc(COCC(O)CN2CCOCC2)cc(OC)c1OC (stereo unspecified)
  A: -0.2%; B: 7%; C: -2%; D: -1%
O=C(NCCCN1CCCCC1)c1ccc2c(=O)n(CCc3ccccc3)c(=O)[nH]c2c1
  A: -1.2%; B: 4%; C: 1%; D: -9%
Cc1onc(-c2ccccc2Cl)c1C(=O)N1CCN(c2ccccc2)CC1
  A: -1.8%; B: 1%; C: 5%; D: -16%
COCCc1nn2c(=O)cc(COC(=O)c3ccc4c(c3)OCO4)nc2s1
  A: -1.8%; B: -6%; C: -4%; D: -15%[10.9 µM]
Cc1ccc(CNc2ccc(-c3nc(-c4ccco4)no3)cc2[N+](=O)[O-])cc1
  A: u; B: -13%; C: 10%; D: -15%[10.9 µM]
CCCCOc1ccc(-c2nnn(C(C)C(=O)OCC)n2)cc1 (stereo unspecified)
  A: 1.1%; B: -15%; C: -8%; D: x
O=C(Nc1ccccc1)N1CC=C(c2ccc(F)cc2)CC1
  A: u; B: -5%; C: -3%; D: -40%[inhibitor]
Cc1ccc(-c2nc3cc(N)ccc3o2)cc1
  A: 5.7%; B: 4µM*; C: 4µM*; D: -79%[inhibitor]
COc1ccc(N2CCN(C(=O)c3cc4c(-c5ccc(Cl)cc5)nn(C)c4s3)CC2)cc1
  A: -0.5%; B: -15%; C: -3%; D: -14%

# (further entries)
# Key to letters – A = IkB signaling; B = p53ts 39C tox; C = p53ts 32C tox; D = Imprint erasure
Cc1ccc(-c2nnc(SCC(=O)Nc3nccs3)n2N)cc1
  A: x; B: 1%; C: -15%; D: x
O=C(O)C1CCCN1C(=O)OCc1ccccc1 (stereo unspecified)
  A: 0.2%; B: -3%; C: -7%; D: -14%
Cc1ccc2c(CC(=O)Nc3ccc(S(=O)(=O)N4CCCCC4)cc3)coc2c1
  A: u; B: -2%; C: 21%; D: -19%[10.9 µM]
CCCc1cc(C(=O)NC2CCCC2)no1
  A: 1.9%; B: 1%; C: -3%; D: -10%
CCOC(=O)CCc1c(C)nc2c(c(C)nn2C(C)(C)C)c1C
  A: 3.8%; B: -2%; C: 7%; D: -18%
CC(C)(C)OC(=O)N1CCC(c2c(C(=O)NCCc3ccsc3)cnn2-c2ccc(F)cc2F)CC1
  A: u; B: 6%; C: 13%; D: -13%[10.9 µM]
Cc1c(NC(=O)C2(C)CCCCC2)c(=O)n(-c2ccccc2)n1C
  A: 3.5%; B: 1%; C: 0%; D: -2%
Nc1ccc(S(=O)(=O)N2CCCc3ccccc32)cc1
  A: 5.3%; B: 4%; C: 1%; D: -10%
CCCN(Cc1cc2cc(C)ccc2[nH]c1=O)C(=O)c1cccc(Cl)c1
  A: u; B: -21%; C: -8%; D: -13%[10.9 µM]
COC(=O)c1cc2oc3ccccc3c2n1Cc1ccc(C)cc1
  A: 0.4%; B: -17%; C: 4%; D: 6%[10.9 µM]
O=C(NC(c1ccccc1)c1ccccc1)N1CCN(CCO)CC1
  A: 1.2%; B: 3%; C: -4%; D: -15%
O=C(Nc1ccc(F)c(F)c1)c1ccc(F)c(S(=O)(=O)N2CCC3(CC2)OCCO3)c1
  A: u; B: -26%; C: -6%; D: 14%[10.9 µM]
COC(=O)C1=C(C)OC(N)=C(C#N)C1c1cc(OC)ccc1OC (stereo unspecified)
  A: 2.5%; B: 1%; C: 3%; D: -16%
Cc1ccc(-n2ncc3c(N4CCC(Cc5ccccc5)CC4)ncnc32)cc1C
  A: u; B: 14%; C: -3%; D: -13%[10.9 µM]
COC(=O)C1=C(C)Nc2ncnn2C1c1ccc(OCc2ccccc2)cc1 (stereo unspecified)
  A: 0.3%; B: 0%; C: -2%; D: -9%

# Eleven of the compounds above, with bars between the fields.
Structure | IkB signaling | p53ts 39C tox | p53ts 32C tox | Imprint erasure
CCOC(=O)CCc1c(C)nc2c(c(C)nn2C(C)(C)C)c1C | 3.8% | -2% | 7% | -18%
CC(C)(C)OC(=O)N1CCC(c2c(C(=O)NCCc3ccsc3)cnn2-c2ccc(F)cc2F)CC1 | u | 6% | 13% | -13%[10.9 µM]
Cc1c(NC(=O)C2(C)CCCCC2)c(=O)n(-c2ccccc2)n1C | 3.5% | 1% | 0% | -2%
Nc1ccc(S(=O)(=O)N2CCCc3ccccc32)cc1 | 5.3% | 4% | 1% | -10%
CCCN(Cc1cc2cc(C)ccc2[nH]c1=O)C(=O)c1cccc(Cl)c1 | u | -21% | -8% | -13%[10.9 µM]
COC(=O)c1cc2oc3ccccc3c2n1Cc1ccc(C)cc1 | 0.4% | -17% | 4% | 6%[10.9 µM]
O=C(NC(c1ccccc1)c1ccccc1)N1CCN(CCO)CC1 | 1.2% | 3% | -4% | -15%
O=C(Nc1ccc(F)c(F)c1)c1ccc(F)c(S(=O)(=O)N2CCC3(CC2)OCCO3)c1 | u | -26% | -6% | 14%[10.9 µM]
COC(=O)C1=C(C)OC(N)=C(C#N)C1c1cc(OC)ccc1OC (stereo unspecified) | 2.5% | 1% | 3% | -16%
Cc1ccc(-n2ncc3c(N4CCC(Cc5ccccc5)CC4)ncnc32)cc1C | u | 14% | -3% | -13%[10.9 µM]
COC(=O)C1=C(C)Nc2ncnn2C1c1ccc(OCc2ccccc2)cc1 (stereo unspecified) | 0.3% | 0% | -2% | -9%

# The results go on:
# Key to letters – A = IkB signaling; B = p53ts 39C tox; C = p53ts 32C tox; D = Imprint erasure
Cc1ccc(C(=O)Nc2ccc(-n3c(C)nc4ccccc4c3=O)cc2)cc1[N+](=O)[O-]
  A: -0.9%; B: 22%; C: 7%; D: -12%[10.9 µM]
Cc1nc(SCC(C)C)[nH]c(=O)c1Cc1ccccc1
  A: -1.2%; B: -5%; C: 9%; D: x
CC(C)c1nc(SCc2ccccn2)c2c(=O)n(C)c(=O)n(C)c2n1
  A: 2.8%; B: 6%; C: -9%; D: 0%
C=C[C@@]1(C)CC(=O)[C@@]2(O)[C@@]3(C)[C@@H](O)CCC(C)(C)[C@@H]3[C@H](O)[C@H](OC(C)=O)[C@@]2(C)O1
  A: -0.1%; B: -12%; C: -7%; D: -5%
O=C(Cc1cn2ccsc2n1)OCc1ccccc1
  A: u; B: -12%; C: -30%; D: 3%
CCOc1ccccc1NC(=O)CSc1nccn1-c1cccc(C)c1
  A: -3.2%; B: -14%; C: -6%; D: -6%[10.9 µM]
COC(=O)COc1ccc(S(=O)(=O)N2CCOCC2)cc1
  A: -2.1%; B: -1%; C: 2%; D: x
COc1cc2c(=O)n(Cc3ccccc3)c(=O)n(CC(=O)Nc3cc(C(F)(F)F)ccc3Cl)c2cc1OC
  A: 24%; B: 18%; C: 20%; D: 3%[10.9 µM]
Nc1c(C(=O)Nc2ccc(OC(F)(F)F)cc2)nnn1Cc1ccccc1
  A: -1.1%; B: 31%[activator]; C: -2%; D: -11%[10.9 µM]
COc1cccc2c(C)c(C(=O)O)[nH]c12
  A: 0.9%; B: 9%; C: 9%; D: -7%
O=C(N/N=C1/C[C@@H](O)[C@@H](O)[C@@H]2[C@H]3C(=O)N(c4ccc(F)cc4F)C(=O)[C@@H]3CC[C@@H]12)OCc1ccccc1
  A: x; B: 12%[9.22 µM]; C: -2%[9.22 µM]; D: x
N#Cc1nc(-c2ccccc2)oc1NCCN1CCCCC1
  A: 0.9%; B: 9%; C: -2%; D: -8%
COc1ccc(NS(=O)(=O)c2ccc(O)c(C(=O)OCC(=O)N3CC(C)OC(C)C3)c2)cc1 (stereo unspecified)
  A: 1.7%; B: 7%; C: -1%; D: -14%
Nc1cccc(C(=O)Nc2ccco2)c1
  A: 0.1%; B: -5%; C: -10%; D: -45%[inhibitor]
CCOC(=O)C1=C(CN2CCN(CC)CC2)NC(=O)NC1c1ccc(Cl)cc1 (stereo unspecified)
  A: -3.4%; B: 31%[activator]; C: -1%; D: -6%[10.9 µM]

# Later entries:
# Key to letters – A = IkB signaling; B = p53ts 39C tox; C = p53ts 32C tox; D = Imprint erasure
Cc1noc(C)c1C(=O)NC(C)c1ccc2c(c1)OCO2 (stereo unspecified)
  A: 0.0%; B: 7%; C: 4%; D: -2%
CSc1cccc(NC(=O)CSc2ccccc2)c1
  A: -1.5%; B: -3%; C: -12%; D: 1%
COCCNC(=O)Cn1c(=O)n(CCCCCC(=O)NCc2ccc3c(c2)OCO3)c(=O)c2sccc21
  A: -1.8%; B: -7%; C: 15%; D: 10%[10.9 µM]
COc1cccc(C(=O)NC2CCN(CC(=O)NCc3ccccc3OC)CC2)c1
  A: 1.2%; B: -6%; C: 5%; D: -5%
Cc1cccc(CNC(=O)c2cnc3sc(N4CCOCC4)nn3c2=O)c1
  A: -1.3%; B: -29%; C: 2%; D: -6%[10.9 µM]
Cc1cc(C)cc(NC(=O)CSc2nnc(-c3ccccc3Br)o2)c1
  A: 9.2%; B: -18%; C: -2%; D: -20%
Cc1c(C(=O)Nc2ccc(F)c(C(F)(F)F)c2)sc2nc(-c3ccccc3)cn12
  A: 3.6%; B: -17%; C: -18%; D: 5%[10.9 µM]
ClC(Cl)Cl
  A: 1.3%; B: 2%; C: 9%[1.84 µM]; D: -2%
CCOC(=O)c1cnc2ccc(C(=O)OC)cc2c1NCc1ccco1
  A: 2.9%; B: 5%; C: -1%; D: -9%
Nc1nonc1-c1nc2ccccc2n1CC(=O)Nc1ccccc1C(=O)O
  A: 8.7%; B: -11%; C: -19%; D: -13%[10.9 µM]
COc1cccc(Cn2c(=O)c(-c3cccc(C#N)c3)nc3cnc(N4CCOCC4)nc32)c1
  A: 0.8%[11.4 µM]; B: 8%; C: 3%; D: -1%
Cc1ccc(Cn2c(CNC(=O)c3ccc(Cl)c([N+](=O)[O-])c3)nc3cccnc32)cc1
  A: -2.4%; B: -21%; C: -12%; D: 0%[10.9 µM]
C=C(C)COc1ccc(-c2n[nH]c(C)c2-c2ccccc2)c(O)c1
  A: u; B: u; C: u; D: -31%[inhibitor]
CCOC(=O)c1cnc(SCC(=O)Nc2nnc(CC)s2)nc1N
  A: -0.4%; B: -7%; C: -3%; D: 12%
O=C(Nc1cccc(C(=O)OCc2cc(=O)n3nc(C4CC4)sc3n2)c1)c1cccc(Cl)c1
  A: u; B: -6%; C: -7%; D: -72%[inhibitor][10.9 µM]

# The listing continues:
# Key to letters – A = IkB signaling; B = p53ts 39C tox; C = p53ts 32C tox; D = Imprint erasure
CCC(C)[C@H](NC(=O)NCc1cccc(OC)c1)C(=O)O (stereo partly specified)
  A: 0.7%; B: 14%; C: 7%; D: 5%
Cc1cc(C)c(NC(=O)Cn2c(=O)n(Cc3ccc(C(=O)NCc4ccco4)cc3)c(=O)c3sccc32)c(C)c1
  A: u; B: 25µM*; C: u; D: 8%[10.9 µM]
O=C(CCCn1c(=O)c2ccccc2n(Cc2cccc(F)c2)c1=O)NCc1ccccc1Cl
  A: -0.9%; B: 14%; C: 3%; D: -12%[10.9 µM]
Cc1ccccc1CSc1nnc(-c2ccccn2)n1N
  A: 3.3%; B: 2%; C: -9%; D: -21%
Cc1ccc(-n2cnc3cc(C(=O)NC4CCCCCC4)ccc32)c(C)c1
  A: u; B: 9%; C: 29%; D: -14%[10.9 µM]
COc1ccc(-c2nc(-c3cc4cc(Br)ccc4oc3=O)cs2)cc1
  A: 2.0%; B: -8%; C: -3%; D: 7%[10.9 µM]
